PNC inhibitor: High Content Assay for Compounds that inhibit the Assembly of the Perinucleolar Compartment; PC3M PTB-GFP, PNC prevalence imaging, 16 h; hits give low values; activity change (PNC), negative = inhibition, % at 10 µM; 140,000 compounds, 3.1% hits; AID 2417, 2010;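 active means readout at or below -70, meaning at least 70% loss of cells showing the perinucleolar compartment, a nuclear body marking cancer cells; inconclusive means readout between -30 and a set limit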;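 further: plate controls were DMSO wells for no effect and camptothecin positive control wells for full effect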
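PC3M cells stably expressing PTB-GFP, 750–1000 cells/well, treated 16 h at 37 °C with compound (23 nl of library stock), in duplicate. After paraformaldehyde fixation and Hoechst stain, imaged at 20x; PNC prevalence scored by image analysis.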
12-hLO inh: qHTS Assay for Inhibitors of 12-hLO (12-human lipoxygenase). Polyunsaturated fatty acid lipoxygenase ALOX12 (Homo sapiens), P18054. purified 12-hLO, xylenol orange hydroperoxide absorbance. Potency, µM (doses to about 57.1 µM), without a hit: at the top dose activity change, negative = inhibition, most hits filed as inhibitors. 150,000 compounds, 0.12% hits. AID 1452, 2008; further: potency means the concentration at half of the fitted maximal effect; nearly all actives have a fitted effect of over 55% in size; many of its hits are not listed in these tables
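Purified human 12hLO (150 nM), preincubated 15 min with compound, then 40 uM arachidonic acid for 30 min, room temperature, Hepes pH 7.0 with 0.01% Triton X-100. Hydroperoxide detected by ferrous iron/xylenol orange; 573/405 nm absorbance ratio gives reaction progress.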
ALOX15B inhib: qHTS Assay for Inhibitors of 15-hLO-2 (15-human lipoxygenase 2); Polyunsaturated fatty acid lipoxygenase ALOX15B (Homo sapiens), O15296; 110,000 compounds, 0.56% hits; purified 15hLO-2, xylenol orange hydroperoxide absorbance; Potency, µM (highest dose often 57.1 µM), for inactives: top-dose activity change, negative = inhibition, usual class: inhibitors; further: potency means the concentration at half of the fitted maximal effect; nearly all actives have a fitted effect of over 60% in size; many of its hits are not listed in these tables
Target sequence (O15296 whole entry, looked up): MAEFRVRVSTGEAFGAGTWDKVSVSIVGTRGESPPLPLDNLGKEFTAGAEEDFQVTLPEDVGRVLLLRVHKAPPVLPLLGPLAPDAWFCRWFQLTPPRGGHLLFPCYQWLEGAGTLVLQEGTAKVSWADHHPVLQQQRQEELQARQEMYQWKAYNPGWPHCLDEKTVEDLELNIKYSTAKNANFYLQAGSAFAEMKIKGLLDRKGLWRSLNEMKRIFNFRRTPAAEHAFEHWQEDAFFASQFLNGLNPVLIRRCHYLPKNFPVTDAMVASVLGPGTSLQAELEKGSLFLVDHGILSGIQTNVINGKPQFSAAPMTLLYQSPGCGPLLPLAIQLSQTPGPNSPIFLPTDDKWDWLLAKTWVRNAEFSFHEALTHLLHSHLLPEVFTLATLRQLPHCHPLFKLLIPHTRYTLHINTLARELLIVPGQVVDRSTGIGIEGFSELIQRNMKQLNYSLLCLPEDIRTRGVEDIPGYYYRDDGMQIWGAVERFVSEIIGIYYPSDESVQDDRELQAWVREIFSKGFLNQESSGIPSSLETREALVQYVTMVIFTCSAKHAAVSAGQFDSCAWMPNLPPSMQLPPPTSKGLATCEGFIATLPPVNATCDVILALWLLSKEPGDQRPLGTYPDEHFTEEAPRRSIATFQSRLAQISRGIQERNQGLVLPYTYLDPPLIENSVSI
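Read-out: hydroperoxide product oxidises ferrous iron, measured as xylenol orange complex via the 573-to-405 nm absorbance ratio after 30 min. Reaction: 50 nM enzyme, 15 min compound preincubation, 45 uM arachidonic acid, 90 min RT, Hepes pH 7.5 with Triton X-100.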
IMPase inh: qHTS Assay for Identifying the Cell-Membrane Permeable IMPase Inhibitors; inhibition (IP1 accumulation), % at 46.1 µM; Inositol monophosphatase 1 (Rattus norvegicus), P97697; CHO-M1 cells, IP1 accumulation, HTRF TR-FRET ratio; 120,000 tested, under 10 active; AID 901, 2007; active means well fitted curve in the direction sought with a large enough effect in the signal ratio, not every such curve was filed as active; inconclusive means small, poorly fitted or top-dose-only effect, or a change in a side signal; inactive means no such curve, though single readings can be large or run the other way; the % refers to the signal ratio;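 further: cells stimulated with carbachol in lithium chloride buffer; plate controls were DMSO basal wells for no effect and reference inhibitor wells for full effect; higher means more IMPase inhibition seen as more IP1 and lower FRET ratio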
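CHO-M1 cells (CHO stably expressing M1 receptor), compound up to 46 uM final, stimulated with carbachol (50 uM as added) in buffer with 50mM LiCl, pH 7.4, 30 min at 37C. Cytosolic IP1 read by TR-FRET; AC50 from Hill fits.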
* = called active by the depositor; ? = inconclusive; / = not tested or not shown; [ ] = dose if it differs, or a comment. Unless noted, the call rests on the fitted dose curve; in most records, active means well fitted curve in the direction sought with a large enough effect; inconclusive means small, poorly fitted or top-dose-only effect, or another doubt; inactive means no such curve, though single readings can be large; an effect the other way counts as inactive or inconclusive. Unless noted, on the % scale 0 is the no-effect control and ±100 the full control effect. An excerpt. The share of hits here may be higher or lower than overall.

#1 Cc1ccc(CN2C(=O)CCC2C(=O)N2CCN(c3ccc(F)cc3)CC2)cc1 (stereo not given)
#2 O=P(c1ccccc1)(c1ccccc1)C1CCCO1 (stereo not given)
#3 COc1cccc(-c2csc(N3CCN(C(=S)Nc4ccccc4)CC3)n2)c1
#4 Cc1c2cnn(CC(=O)O)c(=O)c2c(C)n1Cc1ccccc1
#5 CC/C(=N\NC(=O)C(N)=O)c1ccccc1O
#6 Cc1ccc(-c2cc(C(=O)N3CCOCC3)c3ccccc3n2)cc1
#7 Cc1c(/N=C/c2ccco2)n(Cc2ccccc2)c2ccccc12
#8 CCOC(=O)c1c(NC(=O)CSc2ncnc3ccccc23)sc(C(C)=O)c1C

| screen / no. | 1 | 2 | 3 | 4 | 5 | 6 | 7 | 8 |
| --- | --- | --- | --- | --- | --- | --- | --- | --- |
| IMPase inh | -5 | 5 | 4 | 3 | / | -1[1.84 µM] | -7 | / |
| PNC inhibitor | 107 | -8 | 38 | ? | 2 | -98* | 42 | 35 |
| ALOX15B inhib | 3% | 7% | 3% | 13% | / | -4%[11.4 µM] | 2% | / |
| 12-hLO inh | 7% | 8% | 1% | 3% | 3% | -1% | -3% | -2% |

An excerpt of these results, with values ahead of the structure:
cpd | IMPase inh | PNC inhibitor | ALOX15B inhib | 12-hLO inh | structure
6 | -1[1.84 µM] | -98* | -4%[11.4 µM] | -1% | Cc1ccc(-c2cc(C(=O)N3CCOCC3)c3ccccc3n2)cc1
7 | -7 | 42 | 2% | -3% | Cc1c(/N=C/c2ccco2)n(Cc2ccccc2)c2ccccc12

Additional results follow.
#9 COc1ccc(C(=O)N2CCC[C@@]3(CCN(C)C3)C2)cc1
#10 O=C(NCc1ccccc1)C(c1ccccc1)N(Cc1ccc2c(c1)OCO2)C(=O)Cc1cccs1 (stereo not given)
#11 Cc1ccc(S(=O)(=O)N(C)C)cc1NC(=S)NC12CC3CC(CC(C3)C1)C2
#12 C[C@H](NC(=O)Nc1cccc(C(F)(F)F)c1)C(=O)O
#13 CCOC(=O)N1CCN(C(=O)CSc2nnc(COc3ccccc3)o2)CC1
#14 O=C(CCNC(=O)OCc1ccccc1)NC1CCCCC1
#15 Cc1ccc2c(Cl)c(C)c(N3CCCCC3)nc2n1
#16 Cc1ccccc1OC(=O)CCC(=O)OCCCC(F)(F)C(F)(F)F

| screen / no. | 9 | 10 | 11 | 12 | 13 | 14 | 15 | 16 |
| --- | --- | --- | --- | --- | --- | --- | --- | --- |
| IMPase inh | / | 2 | -9 | 8 | 2 | / | / | -1 |
| PNC inhibitor | / | -108* | -21 | 12 | ? | 46 | 29 | 40 |
| ALOX15B inhib | 14% | / | / | / | / | / | / | -2% |
| 12-hLO inh | -2% | -3% | -20% | -1% | -8% | 2% | -3% | -5% |

#17 Cc1ccc(C)c(Cc2c(C)nc3c(C(=O)NCc4ccc5c(c4)OCO5)cnn3c2C)c1
#18 CCN(c1ccccc1)S(=O)(=O)c1cc(C(=O)Nc2ccc(Br)cc2)ccc1F
#19 C=CCNC(=O)/C(C#N)=C\c1cc(Cl)c(O)c(OCC)c1
#20 CCCC(C)C(=O)Nc1cc([N+](=O)[O-])ccc1F (stereo not given)
#21 COc1ccc(Cl)cc1NC(=O)CN1C(=O)CSC1=O
#22 CCc1cccc(CC)c1NC(=O)NC1CCCCC1
#23 Cc1ccc(/C=N/NC(=O)c2cccs2)cc1[N+](=O)[O-]
#24 O=C1CCCC2=C1C(c1ccc(OS(=O)(=O)c3ccc(Cl)cc3)cc1)C1=C(CCCC1=O)O2

| screen / no. | 17 | 18 | 19 | 20 | 21 | 22 | 23 | 24 |
| --- | --- | --- | --- | --- | --- | --- | --- | --- |
| IMPase inh | 2 | / | 11 | / | 1 | / | 3 | -1 |
| PNC inhibitor | -92* | 14 | -28 | 2 | 96 | 18 | 61 | 51 |
| ALOX15B inhib | -1% | / | / | / | -12% | / | -8% | -13% |
| 12-hLO inh | 9% | -8% | -5% | -2% | 4% | -2% | 2% | -2% |

#25 Cc1ccc(CC(=O)NCCCc2ccccc2)cc1
#26 NC(=O)CN1C(=O)C(O)(CC(=O)c2ccccc2O)c2ccccc21 (stereo not given)
#27 CCCC1O[C@@H]2CC3C4CCC5=CC(=O)C=C[C@]5(C)C4C(OC(C)=O)C[C@]3(C)[C@]2(C(=O)COC(C)=O)O1 (stereo not given in full)
#28 CCC(=O)Nc1nn(C)c2nc3c(C)cccc3cc12
#29 Cc1nnc(SCC(=O)N/N=C/c2cc(Cl)c(O)c(Cl)c2)s1
#30 O=C(/C=C/N1CCOCC1)c1ccc(-c2ccccc2)cc1
#31 Cc1ccc(-c2noc(CC(c3ccccc3)c3ccccc3)n2)cc1
#32 O=C1c2cccnc2C(=O)N1Cc1ccc2c(c1)OCO2

| screen / no. | 25 | 26 | 27 | 28 | 29 | 30 | 31 | 32 |
| --- | --- | --- | --- | --- | --- | --- | --- | --- |
| IMPase inh | 0 | -2 | 17 | 1 | 9 | -4 | -3 | 6 |
| PNC inhibitor | 8 | -6 | -15 | 175 | ? | -16 | -20 | -7 |
| ALOX15B inhib | 3% | / | / | / | / | ? | 14% | 1% |
| 12-hLO inh | -6% | 0% | 7% | -1% | 4% | ? | -4% | -10% |

Ordered by value in ALOX15B inhib (high to low): three of the compounds above.
No.	canonical_smiles	IMPase inh	PNC inhibitor	ALOX15B inhib	12-hLO inh
9	COc1ccc(C(=O)N2CCC[C@@]3(CCN(C)C3)C2)cc1	/	/	14%	-2%
32	O=C1c2cccnc2C(=O)N1Cc1ccc2c(c1)OCO2	6	-7	1%	-10%
17	Cc1ccc(C)c(Cc2c(C)nc3c(C(=O)NCc4ccc5c(c4)OCO5)cnn3c2C)c1	2	-92*	-1%	9%

(list continues)
#33 CC(=O)c1cccc(NC(=O)C2CC(c3ccc(F)cc3)=NO2)c1 (stereo not given)
#34 CCOC(=O)c1[nH]c(C)c(/C(O)=C2\C(=O)C(=O)N(CCN(C)C)C2c2ccncc2)c1C (stereo not given)
#35 CCCn1nnnc1SCC(=O)N1CCN(C(=O)c2ccco2)CC1
#36 Cc1nn(C)cc1CNC(=O)c1cccc(Br)c1
#37 Cc1nn(-c2ccccc2)c2c1C(c1ccc(Cl)cc1)N(c1ccccc1)C(=O)N2 (stereo not given)
#38 Cc1ccc(C2NC(=O)NC(O)(C(F)(F)F)C2C(=O)c2cccs2)o1 (stereo not given)
#39 COC(=O)CCC(=O)Nc1sc(C)c(C)c1C(N)=O
#40 COC(=O)c1cc(CSc2nnc(NC3CCCCC3)s2)oc1C

| screen / no. | 33 | 34 | 35 | 36 | 37 | 38 | 39 | 40 |
| --- | --- | --- | --- | --- | --- | --- | --- | --- |
| IMPase inh | 4 | -2 | -8 | 0 | / | -6 | -4 | ? |
| PNC inhibitor | 15 | 27 | 14 | 13 | 38 | -27 | 14 | ? |
| ALOX15B inhib | 0% | 1% | 4% | / | / | / | -9% | 7% |
| 12-hLO inh | -3% | 2% | 3% | 6% | -4% | -3% | -8% | -8% |

Nothing new here: entries from further up.
#34 CCOC(=O)c1[nH]c(C)c(/C(O)=C2\C(=O)C(=O)N(CCN(C)C)C2c2ccncc2)c1C (stereo not given)
#35 CCCn1nnnc1SCC(=O)N1CCN(C(=O)c2ccco2)CC1

| screen / no. | 34 | 35 |
| --- | --- | --- |
| IMPase inh | -2 | -8 |
| PNC inhibitor | 27 | 14 |
| ALOX15B inhib | 1% | 4% |
| 12-hLO inh | 2% | 3% |

The listing continues:
#41 CCN(CC)S(=O)(=O)c1cc(C(=O)Oc2cccc(-c3cnc4ccccc4n3)c2)ccc1OC
#42 Cc1cccc(NC(=O)Cn2nnc(-c3cccs3)n2)c1C
#43 Cc1ccc(/C=N\NC(=O)C2COc3cc4ccccc4cc3O2)o1 (stereo not given)
#44 CC(=O)c1c(C)[nH]c(C(=O)Nc2ccc(C)cn2)c1C
#45 Nc1cc(N)nc(SCC(=O)NCC2CCCO2)n1 (stereo not given)
#46 CCOC(=O)N1CCN(c2ccc(F)cc2[N+](=O)[O-])CC1
#47 O=C(NC(=S)NCCc1ccccc1)c1ccco1
#48 O=C(Nc1ccccc1)Nc1ccc(F)c([N+](=O)[O-])c1

| screen / no. | 41 | 42 | 43 | 44 | 45 | 46 | 47 | 48 |
| --- | --- | --- | --- | --- | --- | --- | --- | --- |
| IMPase inh | / | -2 | 1 | 1 | 9 | / | 0 | / |
| PNC inhibitor | 21 | ? | -12 | -17 | -2 | 56 | 3 | 2 |
| ALOX15B inhib | / | 1% | -24% | 1% | -5% | / | ? | / |
| 12-hLO inh | 0% | -5% | -14% | 1% | -5% | 0% | ? | 0% |
